From PubChem
XIAP antagonists = XIAP antagonists, biochemical, IAP family, fluorescence polarization (AID 1018) | E3 ubiquitin-protein ligase XIAP (Homo sapiens) | XIAP BIR domain, fluorescence polarization peptide displacement; higher % means a stronger effect | one-dose displacement, % at 20 µM; IC50 in µM for titrated hits | hit rate 0.007% among 200,000; in the data active = displacement above about 50%; also: a part of the inactive calls stands beside numbers as strong as those of hits
WT yeast gro inh = growth inhibition of WT strain, primary screen, mitochondrial fusion inhibitor project, WT and mutant strains, chemical genetic; inhibition, % at 10 µM; mitochondrial fusion phenotypic screen; hit rate 2.1% among 190,000; in the data active = inhibition above about 58%; tested in S. cerevisiae
M17LAP inhibition = P. falciparum M17LAP inhibitors, primary screen, biochemical, fluorogenic H-Leu-NHMec substrate, 1536-well (AID 1619); recombinant M17LAP, H-Leu-NHMec fluorogenic kinetic assay; higher % means a stronger effect; hit rate 0.38% among 220,000; inhibition, % at 30 µM, or IC50 in µM where a hit was titrated; Leucine aminopeptidase (Plasmodium falciparum (isolate 3D7));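 active = compound inhibiting the enzyme by more than half at any dose during confirmatory dose-response retesting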;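 also: plate controls were full reaction with DMSO carrier for no effect and no enzyme background for full effect; strong numbers were not always called active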
LYP inhibition = inhibitors of LYP phosphatase, biochemical, fluorescence intensity, uHTS (AID 1779). recombinant LYP phosphatase, fluorescence intensity; higher % means a stronger effect. hit rate 0.054% among 290,000. inhibition, % at 11.5 µM, or IC50 in µM where a hit was titrated;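 also: plate controls were vehicle with enzyme for no effect and no enzyme for full effect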
M1AAP inhibition = P. falciparum M1AAP inhibitors, biochemical, fluorogenic H-Leu-NHMec substrate, 1536-well (AID 1445); Aminopeptidase N (Plasmodium falciparum (isolate 3D7)); recombinant M1AAP, H-Leu-NHMec fluorogenic kinetic assay; higher % means a stronger effect; hit rate 0.42% among 220,000; inhibition, % at 30 µM; hits with a dose series show IC50 in µM;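 active = primary inhibition above the hit cutoff, then over 50% inhibition at one or more dose response concentrations, cut at about 23% in these data, passing the limit was not always enough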;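 also: plate controls were DMSO full reaction for no effect and no enzyme background for full effect; strong numbers were not always called active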
TNAP activators = human TNAP enzyme activators, primary screen, biochemical, luminescent, no phosphate acceptor, uHTS (AID 1001) | Alkaline phosphatase, tissue-nonspecific isozyme (Homo sapiens) | purified TNAP, luminescent activation assay, no phosphate acceptor; higher activation fold means a stronger effect | activation fold at 20 µM, or EC50 in µM where a hit was titrated | hit rate 0.03% among 200,000; in the data active = activation fold from about 3, or a potency from the dose series; inactive = the rest, 99 in 100 with activation fold below about 1.6; also: many of its hits are not listed in these tables
PMI inhibitors = inhibitors of human PMI, primary screen, biochemical, fluorescence intensity, coupled assay (AID 1209) | inhibition, % at 20 µM; hits with a dose series show IC50 in µM | purified PMI enzyme, coupled fluorescence intensity; higher % means a stronger effect | hit rate 0.42% among 190,000;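 also: plate controls were DMSO vehicle for no effect and wells lacking substrate for full effect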
Yfh1-off respiration = enhancers of respiration in Yfh1-depleted yeast, dose response, Friedreich's ataxia, plus single-dose screen (AID 1465); S. cerevisiae Yfh1-off respiration, WST-1 reduction, 72 h; higher fold induction means a stronger effect; hit rate 0.074% among 220,000; one-dose fold induction at 50 µM; EC50 in µM for titrated hits;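 active = fold induction of absorbance versus untreated yeast above a set limit, then at least 30% activation at any dose in follow-up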;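 also: activators that raise dye reduction in frataxin-depleted yeast; strong numbers were not always called active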
PMI inhibition = human PMI inhibitors, high substrate, primary screen, biochemical, fluorescence intensity, high mannose 6-phosphate (AID 1220); Mannose-6-phosphate isomerase (Homo sapiens); recombinant PMI enzyme, coupled fluorescence intensity; higher % means a stronger effect; inhibition, % at 20 µM; hits with a dose series show IC50 in µM; hit rate 0.66% among 190,000
WT yeast gro inh mutant strain = recorded beside WT yeast gro inh, whose call it bears; inhibition, %; mitochondrial fusion phenotypic screen, mutant strain inhibition
Active calls of the source: *; i = inactive; · = not tested or not shown. Rule as the data show it, unless noted: active = inhibition above about 50%; inactive = the rest.

Second line of a record – XIAP antagonists, WT yeast gro inh, WT yeast gro inh mutant strain, M17LAP inhibition, LYP inhibition, M1AAP inhibition, TNAP activators, PMI inhibitors, Yfh1-off respiration, PMI inhibition
> Cc1ccc(CNC(=O)COC(=O)c2cnccn2)cc1
 : -4.2%, -5, -11, 3%, -5%, -4%, 1.2, 5%, i, 6%
> COc1ccccc1C(=O)C1CCCN(Cc2ccc3c(c2)OCCO3)C1 (stereo not given)
 : ·, ·, ·, -3%, -4%, -1%, ·, ·, i, ·
> O=C(O)CCC(=O)Nc1ccc(Cc2ccc(NC(=O)CCC(=O)O)cc2)cc1
 : -1.4%, 4, -5, 14%, -6%, 7%, 1, -4%, i, -3%
> COc1cc(N=c2ssnc2Cl)c(OC)cc1Cl
 : -6.5%, 6, -7, 9%, 8%, -4%, 1.2, 99%*, i, 6.2µM*
> CCC(Sc1nc(=O)cc(N)n1-c1ccccc1)C(=O)Nc1cc(C)on1 (stereo not given)
 : -3.0%, 7, 4, -1%, -6%, 2%, 1.1, 1%, i, 5%
> O=C(Nc1ccccc1)c1ccc2nc(-c3ccco3)c(-c3ccco3)nc2c1
 : 3.7%, -5, -8, 5%, 10%, 14%, 1, -4%, i, -27%
> Cc1nc(SCc2nnc(-c3ccc(Cl)cc3)o2)c2c3c(sc2n1)CCC3
 : -0.5%, ·, ·, ·, -1%, ·, 1.1, 4%, ·, 8%
> Cc1ccc(-c2noc(CCC(=O)Nc3ccccc3C)n2)cc1
 : -17%, 10, 17, 4%, -8%, 6%, 1.1, 4%, i, 6%
> COc1cc2[nH]c(=S)nc(Nc3ccc(NC(C)=O)cc3)c2cc1OC
 : -5.2%, -12, -2, 3%, -1%, 7%, 1, -26%, i, -35%
> COc1cccc(Oc2nccc(N(C)C)c2C#N)c1
 : -2.2%, -12, -2, -4%, -8%, 12%, 1.1, 4%, i, -2%
> CCOCCCNC(=O)c1c[nH]c2ccc(C)cc2c1=O
 : -1.4%, -21, 12, 11%, -2%, 5%, 1.1, -2%, i, -7%
> O=C(Nc1ccc2c(c1)OCCO2)c1cncc(Br)c1
 : -2.6%, 17, 4, 11%, 0%, 9%, 1.1, 2%, i, -1%
> C/C(=N\NC(=O)c1nn(C)cc1Br)c1ccc(NC(=O)c2ccncc2)cc1
 : -8.3%, -3, -7, 26%, -2%, 2%, 1, -2%, i, -3%
> Cc1ccc2c(c1C)NC(C)CC2C (stereo not given)
 : -2.2%, 10, 12, 1%, 3%, -7%, 1.1, -6%, i, -26%
> CCCCN(C)C(=O)c1nc2ccccn2c1CN1CCN(C(=O)c2cccs2)CC1
 : -4.4%, 6, 6, -1%, -4%, -1%, 1.1, 23%, i, 16%
> Cc1ccnc2nc(C(=O)Nc3nccs3)nn12
 : -14%, 3, 14, -7%, -8%, -2%, 1, 2%, ·, 1%
> O=C(NCC(c1ccc(F)cc1)N1CCOCC1)c1ccc(Br)o1 (stereo not given)
 : -2.3%, 1, -9, 14%, -10%, 3%, 1.1, 5%, i, -1%
> O=C(CSc1nnc(NC(=O)C2CCC2)s1)NC1CC1
 : -0.6%, 17, 13, 7%, 0%, 5%, 1.1, 10%, i, 8%
> Cc1ccccc1C(=O)N1CCC(C(=O)Nc2ccc(S(=O)(=O)N3CCCC3)cc2)CC1
 : -7.2%, -8, 5, 2%, 3%, 3%, 1, 13%, i, 17%
> N#Cc1cc(C(=O)c2cc(Cl)ccc2O)cn(CC2CCCO2)c1=O (stereo not given)
 : -1.9%, -1, 2, 48%, -1%, 5%, 1.1, 1%, i, 3%

Limited to M1AAP inhibition and WT yeast gro inh, for 2 of the compounds above:
molecule	M1AAP inhibition	WT yeast gro inh
C/C(=N\NC(=O)c1nn(C)cc1Br)c1ccc(NC(=O)c2ccncc2)cc1	2%	-3
COc1ccccc1C(=O)C1CCCN(Cc2ccc3c(c2)OCCO3)C1 (stereo not given)	-1%	·

Further compounds
Second line of a record – XIAP antagonists, WT yeast gro inh, WT yeast gro inh mutant strain, M17LAP inhibition, LYP inhibition, M1AAP inhibition, TNAP activators, PMI inhibitors, Yfh1-off respiration, PMI inhibition
> Cc1cc(C)nc(SCC(=O)NN=C2CCCC2)n1
 : -8.2%, -10, 25, 4%, -9%, 3%, 1.1, -9%, i, -10%
> C=CCOC(=O)C(C#N)c1nc2ccccc2nc1N1CCN(c2ccccc2OCC)CC1 (stereo not given)
 : -5.3%, 9, -10, 4%, 1%, 3%, 1, 7%, i, 0%
> CCn1cc(C2=NOC(C(=O)Nc3ccccc3C(=O)OC)C2)c(C)n1 (stereo not given)
 : -5.4%, ·, ·, -10%, -9%, 0%, 1.1, -4%, i, -11%
> CCOC(=O)c1c(C)n(C)c2ccc(OCCN(C)C)cc12
 : -6.3%, 6, -3, 12%, -7%, -1%, 1.1, 5%, ·, 5%
> NNC(=O)c1cccc(COCC(F)(F)C(F)F)c1
 : ·, ·, ·, 7%, -9%, 2%, ·, ·, i, ·
> CCCC[C@@H]1CNC(=O)C(=O)N1CC(C)(C)C
 : ·, ·, ·, -2%, -2%, 12%, ·, ·, i, ·
> CCCN1CCN(c2ccc([N+](=O)[O-])cc2C#N)CC1
 : -7.5%, -14, 8, 9%, -2%, 5%, 1.1, 7%, i, 10%
> Cc1csc(NC(=O)CSc2nc3ccccc3c(=O)[nH]2)n1
 : -4.3%, 6, 11, 12%, 2%, 5%, 1.1, 0%, i, -5%
> O=C(O)CCC(=O)Nc1nc2ccc([N+](=O)[O-])cc2s1
 : -6.4%, -6, 5, 21%, -1%, 5%, 1, -11%, i, -10%
> O=C(CCCCCn1c(=S)[nH]c2ccc(N3CCOCC3)cc2c1=O)NCc1cccc(Cl)c1
 : -4.2%, 9, 8, -2%, -3%, -2%, 1.2, -23%, i, -1%
> O=C(CN1CCOCC1)NCCNC(=O)CN1CCOCC1
 : -5.3%, -31, -31, 7%, -7%, 7%, 1.1, 9%, i, 5%
> COc1cc(C(=O)Nc2ccc3c(c2)OCCO3)ccc1-n1cnnn1
 : -3.0%, -17, -8, 6%, 1%, 0%, 1, 5%, i, 6%
> Cc1cc(C(=O)Cn2cc(C(F)(F)F)ccc2=O)c(C)n1-c1ccccc1
 : -4.3%, -8, 10, -3%, -1%, 0%, 1.1, 24%, i, 9%
> O=C(O)CC1NC(=O)N(c2ccc(Cl)cc2)C1=O (stereo not given)
 : -8.0%, -6, 12, 5%, -8%, 12%, 1.1, 0%, i, -6%
> CN1C(=O)C(O)(C2OC(C)(C)CCC2=O)c2ccccc21 (stereo not given)
 : -2.3%, -7, -3, 15%, 2%, 17%, 0.9, 0%, i, 0%
> Cc1cccn2c(=O)c(/C=C(\C#N)S(=O)(=O)c3ccccc3)c(N3CCN(C)CC3)nc12
 : -2.9%, -4, -34, -9%, -8%, 9%, 1, -8%, i, -1%
> CCOc1ccc(NC(=O)COc2ccc(OC)cc2)cc1
 : 0.6%, 12, 5, -2%, 0%, -4%, 1.2, -7%, i, -1%
> O=C(Nc1ccc(Br)cc1)c1ccc(CSC2=NCCS2)cc1
 : -5.5%, 11, 6, 24%, -10%, 0%, 1.1, 8%, i, 12%
> CSc1c(CC(=O)Nc2ccccc2Cl)n(Cc2ccccc2)c2ccccc12
 : -4.9%, 11, 4, -7%, -2%, -8%, 1.1, 2%, i, -6%
> COCCn1c(SCC(=O)N2CCc3ccccc32)nc2c(c1=O)SC(C)C2 (stereo not given)
 : ·, 17, 16, 4%, -5%, 1%, ·, ·, i, ·
> Cc1cc(C)nc(Nc2n[nH]c(COc3ccc4ccccc4c3)n2)n1
 : -6.0%, 9, -16, -5%, -8%, 7%, 1.6, 7%, i, 6%
> C1CN(c2nc(N3CCOCC3)nc(N3CCOCC3)n2)CCO1
 : ·, ·, ·, 3%, -5%, 2%, ·, ·, i, ·
> Cn1cc(CN2CCC(C(=O)N3CCCC3)CC2)c(-c2ccccc2F)n1
 : -7.6%, -4, 11, -1%, -8%, 7%, 1, -11%, i, -7%
> CCCCN1C(=O)/C(=C/C=C2\SCCN2C)SC1=S
 : 0.1%, 37, 23, -4%, 14%, 16%, 0.6, 19%, i, 54%*
> CC(C)CCN(CCC(C)C)C(=O)Cc1c(O)c2ccccc2[nH]c1=O
 : ·, ·, ·, -2%, -3%, -4%, ·, ·, i, ·
> COc1ccc(COC(=O)NNC(=O)c2ccc(OC)cc2)cc1
 : -4.1%, -10, -6, 1%, 1%, 9%, 1.1, -8%, i, -5%
> CCOc1ccc2[nH]c3c(N4CCC5(CC4)OCCO5)ncnc3c2c1
 : ·, ·, ·, -11%, -4%, 3%, ·, ·, i, ·
> C=CC[C@@H]1C=C[C@H](O/N=C/c2ccc(C(=O)N3[C@H](c4ccc(C)cc4)[C@@H](C)CC[C@H]3C(=O)OC)cc2)[C@@H](CO)O1
 : -23%, 42, -5, 8%, 0%, 3%, 1, 10%, ·, 12%
> CCCCN(CCCC)Cc1cc2ccccc2c2c1COC2
 : -3.6%, 5, -18, -10%, -7%, 2%, 1.1, -14%, i, -18%
> COc1ccc(N2CCN(CCOc3ccc4c(C)cc(=O)oc4c3)CC2)cc1
 : -9.2%, -1, -31, 6%, 68%*, 3%, 1, 14%, i, 14%
> CCN(C(=O)c1cc2c(=O)[nH]c3ccc(C)cc3c2s1)c1ccccc1C
 : ·, ·, ·, -16%, -7%, -2%, ·, ·, i, ·
> CC(=O)NS(=O)(=O)c1ccc(Nc2ccc([N+](=O)[O-])c3nonc23)cc1
 : ·, ·, ·, 37%, 2%, 14%, ·, ·, i, ·
> Cc1ccc(-c2ccc(=O)n(CCC(=O)NCCN3CCCCC3C)n2)cc1 (stereo not given)
 : -1.6%, 12, 15, 21%, -7%, -2%, 1.1, 6%, i, 3%
> C#CCOCCOCCOCCNc1nc(N2CCN(C(=O)C([C@@H](C)CC)n3cc(C(N)Cc4ccc(O)cc4)nn3)CC2)nc(N2CCN(C(=O)[C@H](CCC(=O)O)n3cc(C(N)CO)nn3)CC2)n1 (stereo not given in full)
 : -7.7%, 0, 1, 6%, -10%, 2%, 1.1, -14%, i, -10%
> Cc1ccc(S(=O)(=O)N2CCCC(C(=O)Nc3cccnc3)C2)cc1 (stereo not given)
 : -2.6%, -18, -3, -7%, 2%, -1%, 1.2, -7%, i, -8%
> NS(=O)(=O)c1ccc(CNC(=S)NC2CC2)cc1
 : -1.3%, 13, 14, 3%, 0%, 7%, 1, 0%, i, -6%
> COc1ccccc1C(=O)Nc1ccc(Br)cc1C
 : -4.7%, 6, 12, -2%, -2%, -3%, 1.1, 21%, i, 24%
> CC(=O)n1cc([C@H]2C=C(C(=O)N3CCOCC3)O[C@@H](OCc3ccc(CO)cc3)C2)c2ccccc21
 : -7.8%, -27, -27, 1%, -6%, 5%, 1.1, -2%, i, 1%
> Cc1ccc(N/C=C(\[N+](=O)[O-])S(=O)(=O)c2ccccc2)cc1
 : -5.8%, -16, 8, 3%, 0%, 4%, 1.1, 5%, i, 18%
> CCn1c(=O)cc(OCC(=O)NCCCN2CCC(C)CC2)c2ccccc21
 : -2.3%, 10, 25, 2%, -7%, 4%, 1.2, 0%, i, 1%
> COc1cccc(N2CCN(C3C4CC5CC(C4)CC3C5)CC2)c1 (stereo not given)
 : -9.5%, 8, 16, 0%, -19%, 5%, 1.1, 8%, i, 6%
